Cneo AK release: Cryptococcus neoformans lysis via adenylate kinase release. C. neoformans lysis, adenylate kinase release luminescence, 4 h; normalised: neutral wells 0, clomiphene wells 100. lysis activity, % at 15 µM. 0.2% of 360,000 active. AID 651654;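 active means mean lysis activity across replicates of at least 80%, whatever share of replicates individually reach that level; inactive means mean lysis activity below 80%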
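Test system: log-phase Cryptococcus neoformans yeast cells. Input: 5 × 10^6 yeast cells/mL. Medium: fresh YPD growth medium. Doses: single dose. Incubation: static 4 h at 37 °C with compound, 1 h detection. Measured by: luminescent adenylate kinase detection reagent. Read-out: signal increase indicating cell lysis. Benchmarks: Clomiphene.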
S100A4 MyoIIA: inhibitors of human S100A4 binding to myosin IIA peptide | S100A4/TAMRA-MyoIIA peptide fluorescence polarization | inhibition, % at 10.7 µM | 0.14% of 360,000 active | AID 652163;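 active means mean inhibition of at least 70% across replicates, with every replicate also reaching that level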
Target sequence (P26447 whole entry, looked up): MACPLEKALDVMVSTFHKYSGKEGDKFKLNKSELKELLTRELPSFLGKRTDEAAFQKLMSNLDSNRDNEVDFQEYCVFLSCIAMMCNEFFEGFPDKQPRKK
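Assay system: human S100A4 monomer with TAMRA-labelled myosin IIA peptide / Buffer or medium: Calcium-containing HEPES buffer, pH 7.2 / Reagent: TAMRA-labelled myosin IIA heavy-chain peptide probe, 5 nM / Compound: one dose per compound / Timing: polarization read 5 min after assay mix addition, stable 5–60 min / Benchmarks: neutral control DMSO, positive control TFP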
PGC1a acetyl inh: lowers PGC1a acetylation signal in U2OS cells; inhibition, % at 15.6 µM; AlphaScreen anti-acetyl-lysine; with virally co-expressed GCN5 acetyltransferase; AID 651687; 0.17% of 350,000 active;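 active means every replicate shows inhibition of at least 40%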;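 further: 0% = neutral control wells and 100% = positive control wells; some results beyond the cut were filed as inactive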
C2C12 statin: suppressors of simvastatin-induced myotoxicity in C2C12 myotubes. rescue of ATP level, % at 7.49 µM. ATP luminescence, 48 h; scaled: DMSO 0, geranylgeraniol control 100. 0.78% of 330,000 active;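 active means mean ATP rescue above about 67%, or every replicate alone reaching that limit, limit read from the data, passing the limit was not always enough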;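 further: myotubes were challenged with 10 µM simvastatin during compound exposure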
SIRT5 block: blocks human SIRT5 desuccinylation of peptide | Purified SirT5, succinyl-peptide AMC, trypsin-coupled fluorescence | inhibition, % at 15 µM | 1.1% of 330,000 active | Q9NXA8; in the data active means inhibition above about 15%
Target sequence (Q9NXA8 whole entry, looked up): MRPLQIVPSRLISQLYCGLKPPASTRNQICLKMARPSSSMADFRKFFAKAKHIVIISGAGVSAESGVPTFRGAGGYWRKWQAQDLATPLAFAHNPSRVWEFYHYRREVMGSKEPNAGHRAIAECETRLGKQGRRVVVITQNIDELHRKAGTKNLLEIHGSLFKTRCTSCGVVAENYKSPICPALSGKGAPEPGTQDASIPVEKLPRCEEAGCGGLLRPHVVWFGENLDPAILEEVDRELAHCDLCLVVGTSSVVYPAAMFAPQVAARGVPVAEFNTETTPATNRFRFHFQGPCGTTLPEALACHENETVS
Xi reactivation: X-chromosome reactivation activator | XiGFP mouse fibroblasts, % GFP-positive cells imaging, 3 d; cells co-treated with 5-aza-dC sensitizer; scaled so ellipticine positive control = 100% | activation, % at 7.58 µM | 0.055% of 360,000 active;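 active means mean normalized replicate activation at least 10% and every replicate at or above 10%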;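 further: 0% = median of on-plate neutral control wells and 100% = ellipticine 6 µM median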
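Material: XiGFP fibroblasts, SV40-immortalized; Buffer or medium: DMEM containing 5-aza-dC; Compound dosing: single point; Times: 3 days compound exposure.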
LGR2 antag: inhibitors of bursicon-induced Drosophila LGR2 receptor cAMP signaling. HEK293 LGR2, CRE-luciferase, bursicon-stimulated, 4 h. 0.35% of 380,000 active. inhibition, % at 9.99 µM. AID 720647;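 active means drop in luminescence signal, shown as inhibition above about 50% in the replicate tests, limit read from the data, passing the limit was not always enough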;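 further: agonist challenge used bursicon conditioned medium at about half maximal strength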
ERAP1 HTS inh: ERAP1 (human) enzyme inhibition. Q9NZ08. recombinant ERAP1, Leu-AMC fluorescence, 60 min. inhibition, % at 10.7 µM. 0.15% of 340,000 active. AID 652197;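 active means mean replicate inhibition of at least 30%, or all replicates individually reaching that 30% level; inactive means mean below 30% and not every replicate reaching it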;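 further: 0% = neutral control wells and 100% = L-leucinethiol positive control wells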
* marks the source's active call; other numbers are inactive results; · = no result given; & = joins results of further samples. This is a subset, so the mix of outcomes need not match the whole.

Preview (4 entries):
SMILES	Cneo AK release	S100A4 MyoIIA	PGC1a acetyl inh	C2C12 statin	SIRT5 block	Xi reactivation	LGR2 antag	ERAP1 HTS inh
CO[C@H]1CN(C)C(=O)c2ccc(NC(=O)Nc3c(C)noc3C)cc2OC[C@H](C)N(CC2CC2)C[C@@H]1C	·	13	2	·	3	0.0	1	-2
CCN(CC)c1ccc(CNc2nc3ccccc3n2CC)cc1	·	5	8	·	-8	0.0	-5	·
Cc1cc(Cl)ccc1OCc1nnc2n1CCCCC2	·	-1	·	·	0	0.0	11	-2
Cc1noc(/C=C/N(C)C)c1S(=O)(=O)N1CCCC(C(=O)NC2CCCCC2C)C1 (centres undefined)	-6	-8	7	-21	0	-0.4	3	2

All compounds of this part, previewed entries included:
SMILES	Cneo AK release	S100A4 MyoIIA	PGC1a acetyl inh	C2C12 statin	SIRT5 block	Xi reactivation	LGR2 antag	ERAP1 HTS inh
CO[C@H]1CN(C)C(=O)c2ccc(NC(=O)Nc3c(C)noc3C)cc2OC[C@H](C)N(CC2CC2)C[C@@H]1C	·	13	2	·	3	0.0	1	-2
CCN(CC)c1ccc(CNc2nc3ccccc3n2CC)cc1	·	5	8	·	-8	0.0	-5	·
Cc1cc(Cl)ccc1OCc1nnc2n1CCCCC2	·	-1	·	·	0	0.0	11	-2
Cc1noc(/C=C/N(C)C)c1S(=O)(=O)N1CCCC(C(=O)NC2CCCCC2C)C1 (centres undefined)	-6	-8	7	-21	0	-0.4	3	2
O=c1[nH]cccc1-c1nc2ccccc2n1Cc1cccc(Cl)c1	0	-9	-1	12	-5	0.4	-11	-1
CC1=C(/C=C/C(C)=N\NC(=O)c2ccncc2)C(C)(C)CCC1	·	-4	·	·	4	0.0	-8	-7
COc1ccccc1-c1sc2ccccc2c1-c1ccc2c(c1)OCCO2	2	-4	5	1	-3	0.1	-42	2
CCN(CC)S(=O)(=O)c1ccc(NC(=S)Nc2ccc(F)cc2)cc1	-2	-13	-7	-3	-5	0.0	-6	3
CC[C@H](NC(=O)/C=C/[C@H]1O[C@@H](n2cc(C)c(=O)[nH]c2=O)C[C@@H]1O)c1ccccc1	-1	-1	-14	-4	-1	-0.1	11	-1
COc1ccc(S(=O)(=O)N2C[C@@H](O)COC[C@H]3O[C@@H](CC(=O)NCc4ccc(Cl)c(Cl)c4)CC[C@@H]32)cc1	-1	6	-22	2	5	0.1	11	-1
COc1ccc2c3c(n(C)c2c1)[C@H](CO)N(C(=O)Nc1ccc(F)cc1)CC31CCN(C(=O)c2ccc3c(c2)OCO3)CC1	·	3	13	·	-4	0.1	-14	-1
C[C@@H]1CN([C@H](C)CO)C(=O)Cc2cc(NS(=O)(=O)c3ccccc3)ccc2O[C@@H]1CN(C)Cc1ccc(Cl)c(Cl)c1	3	-4	-2	26	-1	-0.1	13	-1
O=c1cnnc(Nc2cccc(C(F)(F)F)c2)[nH]1	·	2	3	·	7	0.1	-2	0
CCOC(=O)c1sc(CS(=O)(=O)c2ccc(Cl)cc2)nc1C	·	-2	2	16	-6	0.3	9	-2
C[C@H](CO)N1C[C@H](C)[C@@H](CN(C)S(=O)(=O)c2cn(C)cn2)Oc2ccc(NC(=O)NC3CCCCC3)cc2CC1=O	3	-4	10	1	0	0.0	-32	-2
Cc1ccc(OCC(=O)N2CCN(C(=O)c3ccco3)CC2)cc1	·	1	-5	·	-3	0.0	-10	4
O=C(C[C@H]1C=C[C@H](NC(=O)c2ccncc2)[C@H](CO)O1)Nc1ccc(-c2ccccc2)cc1	·	-6	3	·	-3	0.3	-15	-1
O=C(Cc1ccccc1[N+](=O)[O-])NC1CC2CCC1C2 (centres undefined)	-3	-1	·	5	-1	0.2	5	-2
COc1ccc(NS(=O)(=O)c2ccc(N3CCCCC3)c(N)c2)cc1	3	1	-2	-3	-9	0.0	·	-1
CCN1CCN(Cc2ccc(NC(=O)c3cc(NC(=O)c4cnnc5ccccc45)cc(OC)c3)cc2C(F)(F)F)CC1	-1&-2	-8&17	4	-13&2	2&-3	0.1&0.0	-2&-13	-1&-3
C[C@@H]1CN([C@H](C)CO)C(=O)c2cc(NC(=O)C3CC3)ccc2O[C@@H]1CN(C)C(=O)Nc1ccc(F)cc1	58	5	-1	4	1	0.1	-3	6
O=C(Nc1ccccc1Cl)N1CCSc2ccccc21	-1	1	-13	2	-2	0.1	-37	2
COc1cc(/C=C/C(=O)c2ccc3c(c2)OCCO3)cc(OC)c1OC	3	3	·	34	1	0.2	19	1
C[C@@H]1CN([C@H](C)CO)C(=O)c2cccc(NC(=O)c3ccncc3)c2O[C@@H]1CN(C)C(=O)Nc1ccc(F)cc1	0	4	5	19	-4	0.0	6	0
Cc1ccc(S(=O)(=O)C2(C(=O)NCc3ccccc3Cl)CC2)cc1	·	4	-5	11	-3	0.0	3	2

A different layout for some results above.
Values run as follows: Cneo AK release | S100A4 MyoIIA | PGC1a acetyl inh | C2C12 statin | SIRT5 block | Xi reactivation | LGR2 antag | ERAP1 HTS inh
> Cc1ccc(S(=O)(=O)C2(C(=O)NCc3ccccc3Cl)CC2)cc1
    · | 4 | -5 | 11 | -3 | 0.0 | 3 | 2
> O=c1[nH]cccc1-c1nc2ccccc2n1Cc1cccc(Cl)c1
    0 | -9 | -1 | 12 | -5 | 0.4 | -11 | -1

Further results follow.
SMILES	Cneo AK release	S100A4 MyoIIA	PGC1a acetyl inh	C2C12 statin	SIRT5 block	Xi reactivation	LGR2 antag	ERAP1 HTS inh
CC(C)CNC(=O)C1(C)CCCN1Cc1ccc(OC(F)(F)F)cc1 (centres undefined)	5	-5	·	6	7	0.3	-3	0
CCOC(=O)C1(C)CCCN1C(=O)c1c(F)cccc1F (centres undefined)	2	4	-24	13	-4	0.2	0	-1
CC(C)CN(C(=O)CCC(=O)OCc1ccc(Cl)cc1Cl)c1c(N)n(CC(C)C)c(=O)[nH]c1=O	-5	-1	-7	13	-1	0.2	-2	0
CCCCNC(=O)CSc1nc2ccc(N3CCOCC3)cc2c(=O)n1Cc1ccc(OC)cc1	0	13	·	-3	0	-0.1	-42	0
CCN(CC)C(=O)Cn1nc(-c2ccc(Cl)cc2)c2ccccc2c1=O	·	-2	·	·	0	0.0	20	1
Cc1cc(=O)oc(C)c1C(=O)N[C@@H](Cc1ccccc1)C(=O)O	4	-4	4	7	-3	0.0	5	-11
Cc1ccc(C(=O)Nc2cccc(C(F)(F)F)c2)cc1Nc1cncnc1	-2&1	0&-2	-1&7	-9&13	3	-0.1&0.0	14&-3	0&-3
CC1CCCN(c2nc(-c3cccnc3)nc3scc(-c4ccccc4)c23)C1 (centres undefined)	·	-6	·	·	·	0.3	-9	1
O=C(COC(=O)CCCN1C(=O)c2cccc3cccc(c23)C1=O)Nc1cccc(C(F)(F)F)c1	1	7	3	·	·	0.0	4	0
Cc1ccccc1-c1nnc(-c2cccc3ccccc23)o1	-5	0	15	-1	0	0.2	-63	-2
C[C@H]1CN([C@@H](C)CO)C(=O)Cc2cc(NC(=O)Cc3cn(C)c4ccccc34)ccc2O[C@@H]1CN(C)S(=O)(=O)c1ccc(F)cc1	0	-29	-9	7	-2	-0.4	12	4
O=C(c1ccccn1)N1CC[C@@H]2[C@@H](CO)Nc3ccc(C#Cc4cccnc4)cc3[C@@H]21	-1	·	-11	-4	·	0.2	-4	·
O=C(NCCCN1CCOCC1)C(=O)NCC1OCCCN1S(=O)(=O)c1cc(F)ccc1F (centres undefined)	-2	-7	9	2	2	0.0	1	0
C[C@@H]1CN([C@H](C)CO)C(=O)c2cc(NS(=O)(=O)c3ccccc3)ccc2O[C@@H]1CN(C)Cc1ccccc1	51	7	-13	0	2	-0.9	8	-2
CCCNC(=O)N1CC2(CN(S(=O)(=O)CC)C2)c2c(n(C)c3cc(OC)ccc23)[C@@H]1CO	·	-19	-7	·	3	0.0	-2	1
COCCCn1c2nc3ccccc3nc2c2c(=O)n(Cc3ccc(Cl)cc3)cnc21	0	0	43	6	-2	·	·	3
CCN1[C@H](C(=O)NC2CCC2)[C@@H](CO)[C@@H]2Cn3c(ccc(-c4ccc(F)cc4)c3=O)[C@@H]21	·	2	2	·	0	0.2	-4	-8
CC(C)C(=O)N(Cc1ccccc1)S(=O)(=O)c1ccc2c(c1)oc(=O)n2C	-1	-9	-10	7	-2	0.2	3	0
COC(=O)Cc1ccc(NC(=S)NCCC(C)C)cc1	0	-4	8	10	0	0.8	-1	-5
CC(Nc1nc(-c2ccc(F)cc2)cs1)c1nc2cc(Cl)c(N3CCCCC3)cc2n1CCOCCO (centres undefined)	0	-6	-4	-6	·	0.2	6	-1
CO[C@H](CN(C)C(=O)Nc1ccc(Cl)cc1)[C@H](C)CN(Cc1ccccc1Cl)[C@H](C)CO	0	2	-8	-9	5	0.3	7	-3
COc1cccc(-c2cc(=O)[nH][nH]2)c1	·	7	5	·	-1	0.3	-19	3
COc1ccc(C(=O)COC(=O)/C=C/c2ccccc2)c(OC)c1	3	-5	1	0	14	0.1	-8	0
CC(Nc1ccc([N+](=O)[O-])cc1[N+](=O)[O-])c1ccccc1 (centres undefined)	·	0	·	·	-2	-0.2	-10	-2
O=C(COc1ccccc1C(=O)Nc1ccccc1)NCCc1ccccc1	·	1	-1	·	9	0.4	-8	-4
SMILES	Cneo AK release	S100A4 MyoIIA	PGC1a acetyl inh	C2C12 statin	SIRT5 block	Xi reactivation	LGR2 antag	ERAP1 HTS inh
Cc1ccc2nc(NCCCNC(=O)c3cnccn3)c(C#N)cc2c1	0	2	-10	-1	-2	·	-3	-1
COc1ccc(CNC(=O)[C@@H](NC(=O)C2CCN(S(=O)(=O)c3ccc(C)cc3)CC2)C(C)C)cc1OC	-1	1	2	9	-6	0.0	4	-3
Cc1nc2ccc(NC(=O)COc3ccccc3C)cc2s1	4	1	8	17	-3	-0.3	-30	-3
COc1cccc(C2/C(=C(/O)c3ccc4c(c3)OCO4)C(=O)C(=O)N2CCN2CCOCC2)c1 (centres undefined)	0	-1	·	·	2	0.1	9	0
Cc1ccccc1S(=O)(=O)NC(=NCc1ccc(F)cc1)c1ccccc1	-2	-1	·	0	0	0.3	23	5
Cc1ccc(S(=O)(=O)N[C@H]2CC[C@@H](CC(=O)NCc3ccc(Cl)c(Cl)c3)O[C@@H]2CO)cc1	-2	3	1	-10	3	-0.6	3	-1
O=C(NCc1ccccn1)c1ccc2nc(C3CCCCC3)oc2c1	-1	2	-1	-15	1	0.4	-15	-2
O=C(CCS(=O)(=O)c1ccccc1Cl)Nc1ccc(S(=O)(=O)Nc2ncccn2)cc1	0	-34	-10	-2	-2	3.4	5	0
O=C1/C(=C/c2ccc(S(=O)(=O)O)cc2S(=O)(=O)O)CCc2ccccc21	·	3	·	·	-5	0.0	-15	6
CN(C)C(=O)c1ccc2c3c(cccc13)CC2	·	5	-3	3	-3	0.1	5	0
O=C(NN1CCN(Cc2ccccc2)CC1)c1ccc(N2CCOCC2)c([N+](=O)[O-])c1	·	2	4	·	-1	0.3	5	-1
FC(F)(F)c1ccc(NC(=S)NCc2ccccc2)cc1	·	20	-8	·	·	-0.1	-2	-4
CC1(C(=O)NS(=O)(=O)c2cccc(OC(F)F)c2)CCN1C(=O)Cc1cccs1 (centres undefined)	3	0	-3	10	0	-0.1	-12	-5
C[C@@H]1CN([C@H](C)CO)C(=O)Cc2cc(NC(=O)c3ccncc3)ccc2O[C@@H]1CN(C)Cc1ccccc1	-1	8	·	24	1	0.1	-5	-4
CCC(C)(C)NC(=O)C(c1ccc(O)cc1)N(Cc1ccco1)C(=O)CCC(=O)Nc1ccccn1 (centres undefined)	5	-7	-8	2	-1	0.1	9	3
